Screens from PubChem BioAssay.
PolyA inhibitor = blocks polyadenylation in yeast reporter cells | calls only at 12 µM | 300,000 tested, 0.02% active | S. cerevisiae SKY197-pL101 polyadenylation reporter, beta-gal luminescence; efflux-impaired pdr1/pdr3 knockout yeast; score 100 = 6 SD above DMSO;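 active = lowest replicate activity score at least 50, where 100 means six control SD above control mean; inconclusive = lowest score under 50 but half or more replicates reach 50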;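 also: yeast exposed to compound for 9 h at 30 °C; higher score means more reporter readthrough which indicates perturbed polyadenylation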
DYRK1A inh = blocks rat Dyrk1A kinase activity | ADP-Glo luminescence, NFATc1 peptide | 310,000 tested, 0.43% active | Q63470 | inhibition, % at 12.5 µM; in the data active = inhibition above about 50%;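 also: plate controls were vehicle with enzyme for no effect and no enzyme for full effect; many of its hits are not listed in these tables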
GSK3 alpha inh = blocks human GSK-3 alpha kinase; ADP-Glo luminescence, 60 min; 320,000 tested, 0.1% active; P49840; inhibition, % at 10 µM;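 in the data active = inhibition above about 50%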;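 also: GST-tagged GSK-3 alpha with peptide substrate and 25 µM ATP; 0% = DMSO neutral wells and 100% = GW8510 positive control wells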
Target sequence (P49840 whole entry, looked up): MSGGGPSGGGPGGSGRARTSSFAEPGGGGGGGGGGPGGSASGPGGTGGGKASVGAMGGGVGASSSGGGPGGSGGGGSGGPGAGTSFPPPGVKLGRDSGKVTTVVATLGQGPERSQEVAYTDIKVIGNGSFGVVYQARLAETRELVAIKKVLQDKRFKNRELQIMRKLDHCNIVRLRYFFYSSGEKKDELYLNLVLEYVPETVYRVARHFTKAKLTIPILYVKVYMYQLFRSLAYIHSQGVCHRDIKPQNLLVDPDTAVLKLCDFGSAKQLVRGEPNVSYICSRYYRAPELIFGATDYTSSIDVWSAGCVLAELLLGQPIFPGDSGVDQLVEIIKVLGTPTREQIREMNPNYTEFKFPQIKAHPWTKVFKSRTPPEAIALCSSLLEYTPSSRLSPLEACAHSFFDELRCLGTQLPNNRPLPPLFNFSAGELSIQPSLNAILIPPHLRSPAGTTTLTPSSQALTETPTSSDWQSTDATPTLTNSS
HSF1 inhib = HSF1 inhibition; NIH3T3-HGL HSE-luciferase, MG132-induced, luminescence 8 h; stronger effect = lower value; activity change, negative = inhibition, % at 7.5 µM (by protocol); 300,000 tested, 0.77% active; AID 2098;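 active = more than half of replicate wells show activity change below -50%, luminescence cut by over half; inconclusive = some wells, but at most half, below -50%; inactive = no replicate well below -50%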;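 also: luciferase reports HSF-1 transcriptional activity via heat shock element; 0% = median of DMSO wells and -100% = zero luminescence signal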
Platelet DG rel = platelet dense granule release activity; human platelet-rich plasma, SFLLRN dense granule ATP release, luminescence; inhibition, %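 (compounds screened at 7.5 µM in platelet-rich plasma)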; 300,000 tested, 0.22% active; AID 1663;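 active = mean replicate score, as percent of positive control, at or above 50; inconclusive = mean below 50 but at least one replicate at or above 50; inactive = mean and every replicate below 50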
HDAC3 inh = inhibitors of human histone deacetylase 3; inhibition, % at 8.3 µM; 320,000 tested, 0.15% active; AID 2718; recombinant HDAC3, fluorogenic peptide/trypsin coupled, fluorescence; O15379; in the data active = inhibition above about 26%, passing the limit was not always enough; inconclusive = no clear call, values can overlap the other calls
Target sequence (O15379 whole entry, looked up): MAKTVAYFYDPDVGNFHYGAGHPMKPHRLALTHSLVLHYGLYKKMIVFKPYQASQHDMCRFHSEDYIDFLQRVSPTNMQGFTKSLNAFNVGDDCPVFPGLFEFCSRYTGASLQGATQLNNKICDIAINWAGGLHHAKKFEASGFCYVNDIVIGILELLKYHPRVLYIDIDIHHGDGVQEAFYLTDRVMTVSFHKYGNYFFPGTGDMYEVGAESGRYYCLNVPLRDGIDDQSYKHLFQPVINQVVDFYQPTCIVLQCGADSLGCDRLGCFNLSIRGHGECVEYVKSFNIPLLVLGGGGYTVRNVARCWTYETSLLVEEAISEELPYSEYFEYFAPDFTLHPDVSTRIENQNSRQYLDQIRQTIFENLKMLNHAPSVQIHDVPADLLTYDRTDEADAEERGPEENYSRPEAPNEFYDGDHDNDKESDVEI
AI-2 QS mod = Vibrio harveyi AI-2 quorum sensing modulation | 300,000 tested, 0.4% active | AID 2094 | activity change, % at 7.5 µM | Vibrio harveyi JMH597 AI-2 luminescence/OD600 ratio, 9 h; stronger effect = lower value; strain lacks LuxN and CqsS sensors; 0 = neutral-control median; in the data active = activity change below about -75%, passing the limit was not always enough; inconclusive = no clear call, values can overlap the other calls;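 also: luminescence divided by OD600 gain over 9 h not by final OD600 alone; inactives centre near 13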
HSF-1 act = increases HSF-1 driven luciferase reporter signal; NIH3T3-HGL HSF-1 luciferase reporter, MG132, 8 h; 100% = twice DMSO control signal; activation, % at 9 µM; 300,000 tested, 1.7% active;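 active = mean replicate activation of at least 50% with a set share of replicates each reaching 50%; inconclusive = only one of those two conditions met; inactive = mean below 50% and too few replicates reaching it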;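 also: 0% = median of the neutral control wells and 100% = twice that signal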
HSP90 inh = blocks HSP90-mediated luciferase refolding in reticulocyte lysate | Rabbit reticulocyte lysate, luciferase refolding luminescence, 3 h | inhibition, % at 5.6 µM | 290,000 tested, 0.91% active;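 active = inhibition above the screen-wide mean plus 3 SD, computed separately per campaign, cut at about 16% in these data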;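 also: 0% = DMSO wells and 100% = 60 µM geldanamycin wells; inhibitors lower the luminescence because luciferase stays unfolded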
GSK3B inh = human GSK3beta kinase inhibition; 300,000 tested, 0.038% active; P49841; GST-GSK3beta kinase, ADP-Glo luminescence, 60 min; stronger effect = lower value; activity score (negative = inhibition), % at 10 µM;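 active = more than half of replicate wells score below -50%, meaning over 50% inhibition versus plate controls; inconclusive = some replicates but at most half score below -50%; inactive = no replicate scores below -50%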;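 also: 0% = median DMSO wells and -100% = median GW8510 positive control wells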
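Assay system: GST-tagged human GSK3beta kinase, cell-free; Input: 1.6 ng GSK3beta; Medium: Tris/MgCl2 kinase buffer; Timing: 60 min enzyme reaction, room temperature; Signal: ADP-Glo luminescence quantifying ADP generated by kinase; Evaluation: score relative to plate controls; Benchmarks: DMSO neutral wells and GW8510 at 20 µM as positive.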
* marks the source's active call; other numbers are inactive results; i = inactive; ? = inconclusive; / = no result given. These rows are one share of the data; count on the stated rates, not on these rows.

SMILES	PolyA inhibitor	DYRK1A inh	GSK3 alpha inh	HSF1 inhib	Platelet DG rel	HDAC3 inh	AI-2 QS mod	HSF-1 act	HSP90 inh	GSK3B inh
CCOC(=O)c1ccc(Nc2cc(C)nc(-c3ccccc3)n2)cc1	i	4	-2	-4	14	8	10	10	-4	0
O=[N+]([O-])c1nn(-c2ccc3c(c2)OCCO3)n(O)c1=NCc1ccc(F)cc1Cl	i	-5	-4	17	11	9	9	12	1	-3
COc1ccc2[nH]cc(C(=O)C(=O)N3CCCCC3)c2c1	i	12	-1	23	-1	2	-4	42	3	3
CCCCNC(=O)C(Cc1ccccc1)NS(=O)(=O)c1ccc2c(c1)c(=O)n(C)c(=O)n2C (centres undefined)	/	-2	5	/	/	1	/	/	-1	/
Cn1nc(C(F)(F)F)c(-c2cccc(C(F)(F)F)c2)c1NC(=O)c1cccnc1	i	-4	4	-5	1	5	12	12	-6	-2
CC(C)(C)c1nc2scc(-c3ccc(Br)cc3)c2c(=O)o1	i	-5	-1	4	-3	2	8	4	2	2
COc1ccccc1C1CC(=O)NC(C)=C1C(=O)OCC(C)C (centres undefined)	i	-1	2	7	7	0	4	16	3	-17
Cc1cccc(Nc2ncnc3c2cnn3C)c1	i	26	-1	-2	-7	1	8	6	-2	-1
COCC(C)n1c(C)cc(C(=O)CSc2nnnn2-c2ccc(O)cc2)c1C (centres undefined)	i	2	-1	-12	-2	2	25	-3	8	2
Cn1c(Cn2c(=O)sc3ccccc32)nnc1SCc1ccccn1	i	-2	-1	4	15	-2	37	-2	-1	3
Cc1ccc2nc(-c3ccncc3)cc(C(=O)NCCc3ccc(F)cc3)c2c1	i	2	-1	5	14	-3	-15	15	-5	-4
Cc1c(NS(=O)(=O)c2ccc(NC3CCCC3)c([N+](=O)[O-])c2)c(=O)n(-c2ccccc2)n1C	i	-2	-1	-14	-27	2	14	9	-2	1
Nc1nc2c(c(=O)[nH]1)CN(Cc1ccccc1)CC2	i	/	-1	-37	2	4	23	-52	/	0
Cc1ccccc1/C=N/Nc1nc2ccccc2c(=O)n1O	i	17	-2	-3	-13	/	33	15	2	1
CCOc1ccccc1C1C(C#N)=C(N)N(N(C)C)C2=C1C(=O)CCC2 (centres undefined)	i	-2	3	-7	2	4	-1	-1	0	-2
COc1ccc(-c2cc(C(F)(F)F)n3ncc(C(=O)NCC4CCCO4)c3n2)cc1OC (centres undefined)	i	8	0	-11	2	-3	19	0	-2	0
S=C(Nc1ccccc1)Nc1ccc(Br)cn1	i	-5	-3	21	4	0	34	34	-1	-1
c1cnc(SCCCOc2ccc3ccccc3c2)nc1	i	6	0	13	-10	-7	22	30	-4	-2
CCOC(=O)C1CCCN(C(=O)CCCn2nnnc2CN2CCOCC2)C1 (centres undefined)	i	-7	/	-1	-11	/	21	8	0	2
CCc1[nH]nc(C(=O)N2CCCC(C(=O)c3cccc(C(F)(F)F)c3)C2)c1C (centres undefined)	i	2	-3	10	-9	4	19	35	2	/
C/C(=C\C(=O)c1ccc(Br)cc1)Nc1ccc(Cl)cc1	i	7	-2	-10	5	-1	11	-33	4	-3
Cc1cc(C)n(-c2nc(-c3cccc(Cl)c3)cs2)n1	i	5	7	6	-25	5	3	1	1	2
CCC(c1nnc(SCC(=O)NCCc2ccc(OC)c(OC)c2)n1Cc1ccccc1)N(C)C (centres undefined)	i	2	-2	-9	3	-3	6	10	-3	-1
Cn1cc(Br)c(C(=O)NC2CCCCCC2)n1	i	0	/	-4	-10	-2	-7	6	-4	2
Cc1nc(C)c(C(=O)Nc2ncc([N+](=O)[O-])s2)o1	i	6	3	8	33	2	1	15	47*	-2
CCN(CC)CCn1c2c(c(SCC(=O)Nc3nc4ccccc4s3)nc1=O)CCC2	i	1	-3	2	-1	4	11	8	/	4
Cc1c(C(=O)N(C)C)c2cc(Cl)ccc2n1O	i	3	/	0	-5	-4	15	8	-2	0
Cc1cnc(C(=O)NC(C)CCc2ccccc2)cn1 (centres undefined)	i	/	1	5	0	-1	17	2	2	2
CC(=O)c1cnc(Nc2ccccc2)s1	i	4	19	-2	1	2	23	11	3	-3
Cn1c(=O)n(CC(=O)OCc2ccccc2)c(=O)c2c1nc1n2CCCN1C1CCCCC1	i	6	-3	-1	-4	-5	-1	-7	3	2
COc1cc(OC)c(OC)cc1CNC1CCCCCC1	i	1	0	5	-6	4	21	24	1	2
CC(=O)Nc1ccc(OCC(=O)N2CCC(Cc3ccccc3)CC2)cc1	i	/	1	3	1	2	34	4	2	2
Cc1ccc(S(=O)(=O)N/N=C/c2cccn2-c2ccc(Cl)cc2)cc1	i	10	/	1	-1	1	12	9	-1	0
CCC(c1nc2ccccc2c(=O)n1-c1cccnc1)N1C(=O)c2ccccc2C1=O (centres undefined)	i	3	-2	-8	6	5	13	-13	1	-3
Cc1ccsc1/C=N/N1CCN(c2ccccn2)CC1	i	/	-1	7	16	3	11	21	-1	1
Cc1ccc(C)c(N(CC(=O)NCc2ccco2)C(=O)CNS(=O)(=O)c2ccc(F)cc2)c1	i	-6	2	6	1	8	4	8	5	-1
CCOc1cc(/C=N/NC(=O)C(=O)NCCCOC(C)C)cc(Br)c1O	i	3	0	0	-3	3	10	5	0	-1
COc1ccc(CCNC(=O)c2cccs2)cc1OC	i	-4	-1	-13	21	-3	14	-22	-2	-18
COCCNC(=O)C(=O)NCC(c1ccc2c(c1)OCO2)N1CCN(c2ccc(F)cc2)CC1 (centres undefined)	i	8	0	2	-7	3	29	0	-7	1
COC(=O)C1=C(C)N(Cc2ccccc2)C(=NCCCCO)N[C@H]1CCc1ccccc1	i	-2	-1	-2	7	1	6	4	-1	5
CCOc1cc(CNCCc2c[nH]c3ccccc23)cc(Cl)c1OCC(N)=O	i	11	2	0	3	-9	20	-8	3	-2
COc1ccccc1/C=C/C(=O)NNC(=O)c1cc(C)oc1C	i	0	/	-1	-1	/	9	-16	/	0
O=C(NCC(O)CO)c1ccc2[nH]c3ccccc3c2c1 (centres undefined)	i	4	-3	3	-10	-33	15	5	-2	1
CCC(=O)c1ccc(N2CCCCC2)c(F)c1	i	3	1	6	-7	1	9	0	-2	0
Cc1ccc(C2c3c(C)nn(-c4ccc([N+](=O)[O-])cc4)c3N=C3C(=O)Nc4ccccc4N32)cc1 (centres undefined)	i	/	0	-2	6	7	11	-21	3	1
CN(C)C(=O)COC(=O)c1cc(Cl)cc(Cl)c1N	i	3	-3	-9	0	-51	10	-6	-2	-2
O=S(=O)(c1ccccc1)c1ccc(N2CCCCCC2)cc1	i	1	0	-4	3	-2	72	14	4	-13
CCOc1ccc(Cl)cc1S(=O)(=O)NC1CCCC1	i	3	3	3	1	-7	10	6	-1	1
CCC1CN(C(=O)N2CCC(C(=O)NCc3cccc(OC)c3OC)CC2)c2cc(C)ccc2O1 (centres undefined)	i	-3	1	-7	20	3	6	-7	2	-1
Cc1ccc(/C=N/N2CCN(c3ccncc3S(=O)(=O)N3CCCCC3)CC2)cc1	i	-2	-1	-2	-26	-11	15	-3	6	-5
Continuation:
SMILES	PolyA inhibitor	DYRK1A inh	GSK3 alpha inh	HSF1 inhib	Platelet DG rel	HDAC3 inh	AI-2 QS mod	HSF-1 act	HSP90 inh	GSK3B inh
CC(=O)c1ccc(CCCCCCCCCC(=O)O)s1	i	0	-7	-11	1	4	-8	-8	9	3
O=C(Nc1ccc(N2CCCC2)c(Cl)c1)c1ccccc1[N+](=O)[O-]	i	-29	0	6	-5	-6	40	25	1	0
CCOC(=O)Cn1ccc(NC(=O)c2ccc3c(c2)OCO3)n1	i	5	1	-6	-1	-4	24	-3	-5	3
CCC1CCCCN1C(=O)NC(=O)c1ccccc1 (centres undefined)	i	0	3	-4	11	/	2	20	4	-1
COc1ccccc1N1CCN(C(=O)C(OC(C)=O)c2ccccc2)CC1 (centres undefined)	i	-5	/	4	0	2	12	4	-1	0
COc1ccc(C(=O)NCc2cccs2)cc1S(=O)(=O)N1CCOCC1	i	0	-6	2	-7	-3	20	20	0	1
Cc1ccc2[nH]c(=O)c(CC=C(Cl)Cl)c(C)c2c1	i	7	-3	-11	4	1	19	4	-6	-8
Cn1nc([N+](=O)[O-])c(C(C#N)c2nc3ccccc3n2C)c(Cl)c1=O (centres undefined)	i	-6	1	40	14	8	26	61*	3	8
COc1cccc(Oc2cncnc2-c2ccc(OC)cc2O)c1	i	32	15	-6	0	7	-1	-5	3	-9
Cc1ccc(/C=N/N2CCN(Cc3ccccc3)CC2)cc1	i	-1	-3	-4	-2	-1	11	-2	0	-2

Next section (two carried over from the part before).
SMILES	PolyA inhibitor	DYRK1A inh	GSK3 alpha inh	HSF1 inhib	Platelet DG rel	HDAC3 inh	AI-2 QS mod	HSF-1 act	HSP90 inh	GSK3B inh
COc1cccc(Oc2cncnc2-c2ccc(OC)cc2O)c1	i	32	15	-6	0	7	-1	-5	3	-9
Cc1ccc(/C=N/N2CCN(Cc3ccccc3)CC2)cc1	i	-1	-3	-4	-2	-1	11	-2	0	-2
CCNC(=S)NNC(=O)c1csc2c1CCC(C)C2 (centres undefined)	i	-5	1	-4	-8	-1	5	-3	-3	1
c1nc(N2CCC3(CC2)OCCO3)c2[nH]cnc2n1	i	22	-2	-10	-1	-3	15	-13	1	-6
CC1(C)CC(=O)C(Sc2nnc(-c3ccc(O)cc3)n2CC2CCCO2)C(=O)C1 (centres undefined)	i	-4	-3	5	-4	12	3	8	-3	2
COc1ccc(C(C)=O)cc1COc1ccc(-n2cnnn2)cc1	i	-8	1	2	-7	-4	24	4	-1	3
O=C1C=C(N2CCCCC2)C2(CCCCC2)O1	i	-3	/	-3	4	-5	16	-3	3	-1
CCOc1ccc(NS(=O)(=O)c2ccc(OCC(=O)NCCCOC)cc2)cc1	i	-2	/	-3	-5	0	19	5	1	-3
Cc1ccc(C(=O)Nc2nc(C)c(C(=O)N(C)C)s2)o1	i	1	-1	6	-10	-8	6	11	2	3
Cc1nn2c(=O)cc(CSc3ccccc3NC(=O)c3ccccc3)nc2s1	i	-2	-2	-6	5	1	-12	-29	3	0
NC1=NC[C@H](Cc2ccc(O)cc2)N1CCc1cccc2ccccc12	i	7	4	2	10	-1	43	11	/	5
N#C/C(=C\c1ccc[nH]1)C(=O)NCC1CCCO1 (centres undefined)	i	3	-2	-5	0	7	12	-4	-1	5
Cc1ccc(C(=O)N/C(=C/c2ccco2)C(=O)Nc2cccc(C)c2)cc1	i	9	-3	1	3	8	9	10	-2	1
COc1ccc(-n2c(-c3ccc(Br)cc3)nc(=S)c3c2CCCC3)cc1	i	-6	-1	?	-18	3	8	-54	-1	0
CCn1c(=O)cc(SCC(=O)N2CCN(Cc3ccc4c(c3)OCO4)CC2)c2ccccc21	i	-1	-2	10	0	-5	-2	25	-1	4
